Source: PubChem
CHOP inh: inhibitors of CHOP promoter induction, primary screen, cell-based, unfolded protein response, luciferase reporter. CHO-K1 CHOP-promoter luciferase, tunicamycin-induced, 15-18 h. inhibition, % at 10 µM. 220,000 compounds, 3.8% hits. AID 2732, 2010;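 active means compounds that reduced the stress-induced luciferase reporter signal by more than about 70% of percent inhibition, limit read from the data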;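 further: 0% = tunicamycin plus vehicle and 100% = wells without tunicamycin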
BaF3 tox: parental Ba/F3 cell viability inhibition, counter-screen for JAK2V617F inhibitor project, murine pro-B, CellTiter-Glo luminescence; CellTiter-Glo ATP luminescence; AID 1486, 2009; 220,000 compounds, 1.1% hits; inhibition, % at 5.6 µM;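 active means inhibition above a per-campaign cutoff, the mean inhibition of all tested compounds plus 3 SD, cut at about 27% in these data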;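 further: 0% = DMSO wells and 100% = JAK Inhibitor I control wells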
TNF necrop inh: inhibitors of TNF-alpha triggered necroptosis, primary screen, cell-based, Jurkat FADD-/-, single concentration | activation (protection from cell death), % at 10 µM | 220,000 compounds, 0.068% hits | AID 463075, 2010 | Jurkat FADD-/- TNF necroptosis rescue, ATP luminescence, 24 h; 0 = TNF only, 100 = no-TNF cells;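 active means activation, meaning protection from cell death, of at least 50% relative to plate controls; inactive means activation below 50%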;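 further: necroptosis triggered by 40 ng/mL TNF-alpha added together with compound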
PPC-1+TRAIL kill: compounds killing PPC-1 cancer cells with TRAIL present, primary screen, TRAIL potentiator project, ATPLite luminescence, uHTS | PPC-1 cells + TRAIL, ATPLite viability luminescence | cell killing (% activity), % at 4 µM | 220,000 compounds, 0.41% hits;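 active means cell killing above 50% in the first pass at 4 µM, then a duplicate retest at 5 µM averaging 50% or more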;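 further: plate controls were cells with TRAIL plus DMSO for no effect and medium-only wells lacking cells for full effect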
TRPN1 ag: zebrafish TRPN1 channel agonists, primary screen, cell-based, HEK293, calcium fluorescence | activation, % at 3 µM | HEK293 zebrafish TRPN1-YFP, Fluo-8 calcium fluorescence; 100% = response to 87 µM carbachol | transient receptor potential cation channel N1 (TRPN1/NompC), Danio rerio | 220,000 compounds, 0.18% hits | AID 1424, 2008;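 active means activation above its plate's cutoff, the mean activation of test wells on that plate plus 3 SD, cut at about 19% in these data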;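 further: 0% = DMSO alone and 100% = 87 µM carbachol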
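System: zebrafish TRPN1-YFP in HEK293 cells / Dosing: 3 µM single point / Timing: dye loading 1 h at 37 °C, then 30 min room temperature / Signal: Fluo-8 calcium fluorescence, excitation 470-495 nm, emission 515-575 nm / Read-out basis: percent activation from peak over basal fluorescence ratio, control-normalized / Control set: high carbachol 87 µM, low DMSO alone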
Ba/F3 V617F tox: reduced viability of JAK2V617F-dependent Ba/F3 cells, primary screen, JAK2V617F inhibitor project, cell-based, Ba/F3 EpoR-JAK2V617F, luminescence | ATP luminescence | inhibition, % at 5.6 µM | 220,000 compounds, 1.1% hits;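 active means inhibition above the campaign mean plus 3 SD over all tested compounds, cut at about 24% in these data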;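 further: cytokine-independent growth of Ba/F3 cells driven by EpoR plus mutant JAK2; 0% = DMSO-treated cells and 100% = JAK inhibitor I control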
TRPML3 agonist: human TRPML3 channel agonists, primary screen, cell-based, HEK293 TRPML3-YFP, Fluo-8 calcium fluorescence, 3 µM; Mucolipin-3 (Homo sapiens), Q8TDD5; 100% = the carbachol control signal; activation, % at 3 µM; 220,000 compounds, 0.29% hits; AID 1448, 2008;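 active means activation above its plate's cutoff, the mean activation of the plate's test wells plus 3 SD, cut at about 12% in these data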;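 further: 0% = DMSO only wells and 100% = carbachol wells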
Target sequence (Q8TDD5 whole entry, looked up): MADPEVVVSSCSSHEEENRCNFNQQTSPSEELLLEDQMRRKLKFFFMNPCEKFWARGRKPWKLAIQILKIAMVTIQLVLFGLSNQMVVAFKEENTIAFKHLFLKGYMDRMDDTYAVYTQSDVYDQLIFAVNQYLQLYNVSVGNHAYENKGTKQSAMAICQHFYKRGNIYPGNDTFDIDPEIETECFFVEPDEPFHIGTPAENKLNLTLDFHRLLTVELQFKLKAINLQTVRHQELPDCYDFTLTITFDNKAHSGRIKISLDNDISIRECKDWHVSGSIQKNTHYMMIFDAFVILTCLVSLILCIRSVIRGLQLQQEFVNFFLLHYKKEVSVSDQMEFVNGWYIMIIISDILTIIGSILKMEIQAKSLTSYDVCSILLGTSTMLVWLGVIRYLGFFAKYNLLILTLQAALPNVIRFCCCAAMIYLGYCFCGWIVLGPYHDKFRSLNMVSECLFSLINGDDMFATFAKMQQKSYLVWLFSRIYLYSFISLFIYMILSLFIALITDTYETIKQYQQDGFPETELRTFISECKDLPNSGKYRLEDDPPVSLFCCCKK
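Test system – HEK293 line with stable expression of human TRPML3-YFP channel · Control set – carbachol 87 µM final as high control (100%), DMSO as low control (0%) · Signal – Fluo-8 calcium dye fluorescence, ex 470-495, em 515-575 nm · Incubation – 1-h 37 °C dye load, 5-s basal, 120-s post-compound reads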
RBBP9 inhibitor: human RBBP9 inhibitors, primary screen, biochemical, fluorescence polarization, FP-Rh probe, HTS | Serine hydrolase RBBP9 (Homo sapiens), O75884 | recombinant RBBP9 | inhibition, % at 7.94 µM | 220,000 compounds, 0.2% hits;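 active means inhibition above the campaign mean of all tested compounds plus 3 SD, cut at about 14% in these data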;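 further: plate controls were DMSO wells with RBBP9 for no effect and wells lacking RBBP9 protein for full effect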
Target sequence (O75884 whole entry, looked up): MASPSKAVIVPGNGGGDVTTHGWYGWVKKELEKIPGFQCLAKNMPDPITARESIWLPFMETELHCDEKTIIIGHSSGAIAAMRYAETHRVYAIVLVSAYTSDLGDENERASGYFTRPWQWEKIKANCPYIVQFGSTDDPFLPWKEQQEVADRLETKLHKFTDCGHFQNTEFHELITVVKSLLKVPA
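Measured by: FP readout at 525/598 nm; material: recombinant human RBBP9; also added: Serine-hydrolase probe FP-Rh, 375 nM pre-mixing; medium: Tris buffer pH 8.0, NaCl, Pluronic; replication: one well per compound; doses: one concentration, 7.94 µM nominal, 0.794% DMSO; timing: preincubation 30 min plus labeling 45 min at 25 °C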
Wee1 degr inh: Wee1 degradation inhibitors, primary screen, cell-based, HeLa, Wee1K328M-luciferase, luminescence; reporter increase, % at 5 µM; Wee1-like protein kinase (Homo sapiens), P30291; 220,000 compounds, 1.2% hits; AID 1321, 2008; HeLa Luc-Wee1K328M stability; 100% = proteasome inhibitor MG132 effect;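 active means activation above the mean of all tested compounds plus 3 SD, set per screening run, cut at about 8.8% in these data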;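 further: cells exposed to compound for 20 h before luminescence read; 0% = DMSO alone and 100% = MG132 at 30 µM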
Starred values were filed as active, the others as inactive; . = not tested or not shown.

SMILES	CHOP inh	BaF3 tox	TNF necrop inh	PPC-1+TRAIL kill	TRPN1 ag	Ba/F3 V617F tox	TRPML3 agonist	RBBP9 inhibitor	Wee1 degr inh
O=C(NC(=C(Cl)Cl)S(=O)(=O)c1ccc(Cl)cc1)c1ccccc1	3	0	-23	-4	-1.7	0	-1.3	-16	-2
CCOc1ccc(NC(=O)CN(C)CC(=O)Nc2cccc(Cl)c2C)cc1OCC	31	1	0.3	-9	-0.6	4	-0.7	-9	1
O=C(CN1CCC(C(=O)c2cccc(F)c2)CC1)NCc1cccs1	9	6	3.3	3	0.0	-1	-0.1	-11	4
Cc1ccccc1C(=O)N1CCN(c2ccc(NC(=O)c3ccco3)cc2Cl)CC1	44	3	-0.2	16	3.7	2	3.1	2	0
O=S(=O)(c1ccc(N2CCN(S(=O)(=O)c3ccc4c(c3)OCCO4)CC2)nc1)N1CCCC1	44	0	-3.3	.	-1.0	-3	-0.5	0	0
Cc1ccccc1Nc1nc(CSc2nnc(-c3ccoc3C)n2C)cs1	-7	3	-0.9	19	-0.2	-4	-1.7	-2	0
O=C(NCC(c1cccnc1)N1CCN(c2ccccc2)CC1)c1ccc2c(c1)OCO2 (stereo not given)	-21	4	-0.3	12	2.7	2	0.4	3	-2
Cc1ccc(C(NC(=O)N2CCOCC2)=C(Cl)Cl)cc1F	6	4	-13	3	-0.1	1	0.7	-2	0
COc1ccc(-c2nnc(N3CCC(C)CC3)c3ccccc23)cc1	85*	4	13	12	0.2	-2	0.3	3	-1
Cc1ccc(C(=O)N/N=C\c2cc(Br)c(Br)o2)cn1	-5	1	-4.4	6	0.1	0	1.2	-8	2
CN1CCC(N(C)C(=O)COc2ccccc2-c2ccccc2)CC1	-11	4	0.6	13	1.2	1	-0.7	0	-4
COC(=O)CCN(C(=O)c1ccc(OC(C)=O)cc1)c1ccccn1	23	-1	-0.6	-2	0.4	0	0.0	-12	-3
COc1cc2nc(CSc3ncn[nH]3)[nH]c(=O)c2cc1OC	3	8	0.5	-15	0.4	-3	0.9	-5	6
Cc1cc(C)c(NC(=O)C2CCN(c3cnccn3)CC2)c(C)c1	12	7	-0.9	5	1.7	3	0.4	-14	-2
CC(=O)c1ccc(NC(=O)CSc2nc(N)c3cc4c(nc3n2)CCCC4)cc1	55	6	-1.7	23	-1.2	5	-0.2	-6	6
NC(=O)c1ccc(-n2nnnc2Oc2ccccc2)cc1	13	-3	-1.7	8	-0.6	-4	0.0	-2	0
CC(=O)Nc1nnc(Cc2c[nH]c3ccccc23)s1	40	-2	-0.8	12	-0.3	-4	0.6	6	3
CCN(CCn1cccn1)C(=O)CC1C(=O)NCCN1Cc1ccc(F)cc1 (stereo not given)	12	2	0.2	-2	0.0	2	0.5	-4	-3
CC(=O)Nc1ccc(S(=O)(=O)NC2(C(F)(F)F)NC(=O)N(c3ccccc3F)C2=O)cc1 (stereo not given)	19	6	0.5	19	1.3	3	1.1	-5	3
Cc1nn(-c2ccccc2)c(C)c1C(=O)NCc1ccc(F)cc1	38	4	1.3	8	-0.5	-2	-0.1	-2	-1
CCOC(=O)CC(=O)NC(C)(C)CCCCC(C)(C)NC(=O)CC(=O)OCC	-1	2	1.1	4	-0.6	-1	0.7	-10	-4
CCOc1ccc(NC(=O)CSc2nc3c(c(=O)n2C)SC(C)C3)cc1 (stereo not given)	0	-1	0.6	-7	-1.4	-2	0.0	-3	9
COc1ccccc1-c1cn[nH]c(=S)n1	18	-1	-0.7	17	-1.1	-6	0.6	2	-1
Cc1cccc(NC(=O)CSc2nc3nc4c(cc3c(=O)n2-c2ccccc2)CCCC4)c1	80*	5	3.7	-1	0.5	0	-0.2	-9	-1
Cc1cc(C)nc(SC(C)CNS(=O)(=O)c2ccccc2)n1 (stereo not given)	7	3	-0.3	-1	2.0	1	-0.1	-5	2
(cont.)
SMILES	CHOP inh	BaF3 tox	TNF necrop inh	PPC-1+TRAIL kill	TRPN1 ag	Ba/F3 V617F tox	TRPML3 agonist	RBBP9 inhibitor	Wee1 degr inh
O=C1CN(C(=O)CNC(=O)c2ccccc2Cl)c2ccccc2N1	-11	0	0.8	-13	-0.4	-2	1.0	-5	-2
Cc1cc(C)cc(CSCC(=O)N/N=C/c2ccc(OCC(=O)NCc3ccco3)cc2)c1	33	6	-8.7	13	0.2	2	0.2	-13	1
O=c1c(-c2n[nH]c(=S)o2)cccn1Cc1ccccc1	3	10	0.0	9	0.4	5	0.8	7	7
COc1ccc(S(=O)(=O)N2CCN(C(=S)NC3CCCCC3)CC2)cc1	22	4	6.1	11	0.1	-1	0.4	-4	-3
O=C(Cn1nnc(-c2cccs2)n1)NCc1ccccc1	16	8	1.2	31	0.4	0	0.3	0	-2
O=C(CN1C(=O)C2C3C=CC(C3)C2C1=O)NCCc1ccccc1Cl (stereo not given)	-24	0	0.7	-3	0.0	-3	-0.5	-11	-3
Cc1nnc(SCc2cccc([N+](=O)[O-])c2)[nH]c1=O	5	1	-0.5	-4	0.1	0	0.8	5	-2
Cc1ccc2c(c1)[nH]c1c(=O)n(Cc3ccccn3)cnc12	2	3	2.0	1	-1.2	-2	-0.8	6	1
O=C(C[n+]1ccc(Cc2ccccc2)cc1)Nc1ccc([N+](=O)[O-])cc1Cl	2	4	0.4	.	0.1	2	0.4	-3	-2
O=C1c2ccccc2C(=O)N1CCCc1c[nH]c2ccc(Cl)cc12	61	4	1.5	-3	-0.2	0	0.8	-3	4
O=C(COC(=O)CCc1ccc(S(=O)(=O)N2CCOCC2)cc1)NC(=O)NC1CCCCC1	18	-1	-0.6	34	2.2	-2	2.0	-3	4
O=C(CO/N=C/c1ccccc1O)NNC(=O)c1ccccc1Cl	17	2	-1.0	12	-0.2	-4	0.6	-6	0
Cc1ccc(OCc2nnc(SC(C)C(=O)O)n2Cc2ccccc2)cc1 (stereo not given)	-13	0	0.9	10	-0.4	0	1.0	-2	-1
COc1ccc(-c2noc(CSc3nc4sc(C)c(C)c4c(=O)n3-c3ccccc3)n2)cc1	-16	8	1.0	12	-0.2	3	0.6	-6	1
O=C(C1CC1)N1N=C(C2CCCCC2)CC1(O)C(F)(F)F (stereo not given)	15	3	-0.2	-4	1.1	1	0.9	3	6
COc1cc(CNc2nc(C)c([N+](=O)[O-])c(C)c2C#N)cc(OC)c1	71*	6	-2.7	6	0.8	1	-0.6	-1	3
COC(=O)c1ccccc1C(=O)N1CCOCCOCCOCC1	12	1	1.6	-5	1.1	-5	0.3	-2	0
Cc1ccc(NC(=O)/C(=C\c2ccc3c(c2)OCO3)NC(=O)c2ccco2)cc1	12	1	-3.9	26	-2.4	-1	0.1	-8	-4
O=C(O)CCC(=O)Nc1ccccc1Oc1ccccc1	-4	-2	1.5	16	-0.9	-2	0.4	0	-2
COc1ccc(C(=O)Nc2ccccc2C(=O)N/N=C/c2ccccc2OC)cc1	-13	8	-14	29	2.3	1	0.5	-12	0
Cc1c(NC(=O)C2CCCN2S(=O)(=O)c2ccccc2)c(=O)n(-c2ccccc2)n1C (stereo not given)	27	4	-1.2	19	0.9	3	1.3	-5	-1
COc1ccc(CCn2c(C)cc3c(c2=O)C(c2ccc4c(c2)OCO4)C(C#N)=C(N)O3)cc1OC (stereo not given)	18	3	-8.7	42	0.5	-8	-0.5	2	3
COCCCNC(=O)c1ccc(Cn2c(=O)c3ccccc3n(Cc3ccccc3C)c2=O)cc1	18	6	0.7	-14	-1.5	-1	0.7	4	0
COc1cc(C2C3C(=O)N(c4ccc(F)cc4)C(=O)C3ON2c2ccccc2)ccc1O (stereo not given)	13	-1	-0.1	16	1.8	-4	1.5	-1	-1
Fc1ccccc1/C=N/NC(=S)Nc1ccc(Cl)cc1Cl	20	10	-3.9	31	1.4	4	0.8	1	1
Next structures follow.
SMILES	CHOP inh	BaF3 tox	TNF necrop inh	PPC-1+TRAIL kill	TRPN1 ag	Ba/F3 V617F tox	TRPML3 agonist	RBBP9 inhibitor	Wee1 degr inh
CN(C)c1ccc(/C=C2\CCCCC2=O)cc1	-25	7	0.9	36	1.1	0	0.0	-8	-2
Nc1c(C(=O)N2CCOCC2)sc(=S)n1-c1ccccc1	-2	3	-2.1	15	-1.2	-3	0.8	-7	6
COC(=O)c1n[nH]n(-c2cc(Cl)cc(Cl)c2)c1=O	-3	2	1.5	2	1.0	3	0.1	-8	2
Clc1ccc(C(c2nnnn2CCc2ccccc2)N2CCSCC2)cc1 (stereo not given)	19	-2	0.5	2	-0.3	2	-0.3	0	0
Cc1nc2ccccn2c1C(=O)NN=C1C2CC3CC(C2)CC1C3	-1	3	0.5	11	2.2	-4	0.8	-7	3
Cc1ccc(S(=O)(=O)Nc2nsc(N)n2)cc1	21	8	0.3	9	0.5	2	0.5	-1	-3
COc1ccc(OCC(=O)N2CCN(c3cccc(Cl)c3)CC2)cc1	11	0	1.0	5	-1.5	-3	-0.5	-5	4
O=C(C1CCN(S(=O)(=O)c2cccs2)CC1)N1CCCCCC1	-12	12	0.2	22	0.3	5	1.1	2	4
CCc1ccccc1-n1c(SCC(=O)NC)nnc1-c1cccnc1	12	8	-3.1	10	0.9	4	-0.4	-4	0
COC(=O)CSc1nnc(C)c(=O)[nH]1	10	4	-0.2	12	0.8	0	0.8	-9	0

Compound profiles (already shown).
Record of `Cc1ccc(S(=O)(=O)Nc2nsc(N)n2)cc1` → CHOP inh: 21; BaF3 tox: 8; TNF necrop inh: 0.3; PPC-1+TRAIL kill: 9; TRPN1 ag: 0.5; Ba/F3 V617F tox: 2; TRPML3 agonist: 0.5; RBBP9 inhibitor: -1; Wee1 degr inh: -3
Record of `CN(C)c1ccc(/C=C2\CCCCC2=O)cc1` → CHOP inh: -25; BaF3 tox: 7; TNF necrop inh: 0.9; PPC-1+TRAIL kill: 36; TRPN1 ag: 1.1; Ba/F3 V617F tox: 0; TRPML3 agonist: 0.0; RBBP9 inhibitor: -8; Wee1 degr inh: -2
